# Screens (PubChem)
# Nrf2 block: Nrf2 pathway inhibition | A549 ARE-Fluc reporter, luciferase luminescence, 18-24 h | Potency, µM (top dose mostly 46 µM), inactives show at the highest dose activity change, negative = inhibition, usual class: inhibitors | 360,000 compounds, 2.1% hits | AID 504444; also: potency is read from the fitted curve at half-maximal effect; % is scaled to controls: 0 for no effect and ±100 for the full control effect; nearly all actives have a fitted effect of over 60% in size
#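 Reporter: ARE-Fluc in A549. Exposure: 18-24 h, 37 °C, 5% CO2, 5% FBS OPTI-MEM. Readouts: fluorescent cytotoxicity (CellTiter-Fluor), then luminescent Nrf2 signal after BugLite.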
# Abeta yeast res: A-beta toxicity reversal in yeast. yeast expressing A-beta42, growth rescue, OD600, 48 h; response scale: 0% DMSO, 100% iron-clioquinol control. Potency, µM (series often up to 46.1 µM), without a hit: at the top dose growth rescue, usual class: activators. 410,000 compounds, 0.063% hits; also: potency is read from the fitted curve at half-maximal effect; nearly all actives have a fitted effect of over 55% in size
#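 Yeast A-beta toxicity model in growth medium with pinned compounds, 48 h at 30 C; growth read as absorbance at 600 nm. Normalized to FeCl3/clioquinol equimolar mix (positive) and DMSO (negative).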
# TGFb inhibitor: inhibitors of TGF-b signaling; HepG2 CAGA-GFP TGF-b/SMAD3 reporter, GFP fluorescence, 18 h; TGF-beta stimulated, 500 pg/mL final; Potency, µM (doses to about 46.1 µM), inactives show at the top dose activity, negative = inhibition, actives largely listed as inhibitors; 410,000 compounds, 1.2% hits; AID 588855; also: potency is read from the fitted curve at half-maximal effect; % is scaled to controls: 0 for no effect and ±100 for the full control effect; nearly all actives have a fitted effect of over 65% in size
#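 Smad-responsive CAGA-GFP expression was quantified in HEPG2 cells exposed to compounds and 500 pg/mL final TGF-beta for 18 h at 37 degrees C; unstimulated wells defined full inhibition.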
# MmCpn inh: blocks the Methanococcus maripaludis chaperonin Mm-Cpn. 330,000 compounds, 0.031% hits. purified Mm-Cpn ATPase, ADP Transcreener TR-FRET. AID 504842. Potency, µM (doses to about 76.9 µM), without a hit: at the top dose activity, negative = inhibition, most hits filed as inhibitors; also: potency is read from the fitted curve at half-maximal effect; % is scaled to controls: 0 for no effect and ±100 for the full control effect; nearly all actives have a fitted effect of over 80% in size
#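 25 nM Mm-CPN + cpd, 10 min 37°C; + 10 uM ATP, 30 min 37°C; buffer 30 mM Tris pH 7.4, 100 mM KCl, 5 mM MgCl2, 1 mM DTT; Transcreener ADP HTRF detection 30 min RT.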
# A549 viability: A549 cytotoxicity, counter-screen for Nrf2 inhibitors. A549 ARE-Fluc cells, CellTiter-Fluor viability, 18-24 h. AID 504648. Potency, µM (highest dose often 46 µM), for the others: at the highest dose activity change, negative = cytotoxicity, hits mostly inhibitors. 390,000 compounds, 0.16% hits; also: potency is read from the fitted curve at half-maximal effect; % is scaled to controls: 0 for no effect and ±100 for the full control effect
#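 A549 ARE_Fluc cells in 5% FBS OPTI-MEM were exposed to compounds in concentration-response for 18-24 h at 37 deg C. Viability was read by CellTiter-Fluor fluorescence (Ex 405/Em 525) after 30 min, before the luciferase read.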
# Nrf2 activator: Nrf2 pathway activation | 410,000 compounds, 0.31% hits | AREc32 ARE-luciferase reporter (MCF7-derived line), luminescence, 24 h | AID 624171 | Potency, µM (highest dose often 46.1 µM), for inactives: top-dose activation, actives largely listed as activators; also: potency is read from the fitted curve at half-maximal effect; % of control where 0% means no effect; nearly all actives have a fitted effect of over 65% in size
#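 Quantitative high-throughput format: AREc32 reporter cells, 1000 per well, received compound by pin transfer and were incubated 24 hr at 37 deg C, 5% CO2, before Steady-Glo luminescence detection.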
# pAkt inh: blocks phosphorylation of Akt; Neuro2A IGF-stimulated pAkt S473 HTRF, 20 min; stronger effect = lower value; 360,000 compounds, 0.32% hits; AID 651550; activity change, % for hits at 50 µM; in the data active = activity change below about -80%; inconclusive = mostly about -51% to -80%; also: % is scaled to controls: 0 for no effect and ±100 for the full control effect
#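 Neuro2A cells (4,500/well, DMEM with 0.5% FBS) were treated with compound at a single 50 µM final concentration, stimulated with 6 nM IGF for 20 min at 37 °C, and lysed. Phospho-Akt Ser473 was read by HTRF as 665/615 ratio ×10^4.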
# CCT modulator: modulators of cytosolic chaperonin (CCT/TRiC) activity; purified chaperonin ATPase assay, HTRF ADP detection, 30 min; activity change, % (concentration not given with the values), hits read low; 360,000 compounds, 0.3% hits; AID 651819; in the data active = activity change below about -30%; also: % is scaled to controls: 0 for no effect and ±100 for the full control effect
#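 TRiC at 40 or 20 nM final (batch-dependent) in 30 mM Tris pH 7.4, 100 mM KCl, 5 mM MgCl2, 1 mM DTT, with compound at single 76 uM and 10 uM ATP, 30 min at 37 deg C. ADP detected by HTRF Transcreener, 665/615 ratio.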
# HepG2 tox: kills HepG2 cells in TGF-b inhibitor counter-screen | HepG2 CAGA-GFP viability, ATP luminescence, 18 h | 410,000 compounds, 0.76% hits | Potency, µM (top dose mostly 46.1 µM), for inactives: at the highest dose activity change, negative = cytotoxicity, hits mostly cytotoxic; also: potency is read from the fitted curve at half-maximal effect; some results filed as inactive show a strong effect at the top dose
#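 CellTiter-Glo luminescence gave cytotoxicity after 18 hours at 37 degrees C. The cells were HepG2 CAGA-GFP in 1% FBS DMEM, stimulated with 500 pg/mL TGF-beta after compound addition. %Activity was normalised to no-cell wells (complete cell-killing) and DMSO (no toxicity), and curves were fitted and classified.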
# An asterisk follows results filed as active; i = inactive; ? = inconclusive; . = no result given; [ ] = another dose, or the depositor's remark. Unless noted, calls follow the shape of the dose curve; as a rule, active = well fitted curve in the direction sought with a large enough effect; inconclusive = small, poorly fitted or top-dose-only effect, or another doubt; inactive = no such curve, though single readings can be large; an effect the other way counts as inactive or inconclusive. The order is random (roughly 4.3% active in at least one column).
SMILES,Nrf2 block,Abeta yeast res,TGFb inhibitor,MmCpn inh,A549 viability,Nrf2 activator,pAkt inh,CCT modulator,HepG2 tox
O=C(Nc1ccc(N2CCN(CCOc3ccc(Cl)cc3)CC2)c(C(=O)O)c1)c1ccc(F)cc1,.,1%,-1%,.,1%,-0.2%,.,.,-2%
COC(=O)C(C)N1C(=O)S/C(=C\c2cc(C)n(-c3ccccn3)c2C)C1=O (stereo not given),?,-12%,-13%,-1%,-13%,0.0%,i,1.2,-23%
Cc1ccc(CNC(=O)CCc2nc(-c3cccs3)no2)cc1,1%,6%,10%,2%,-14%,0.6%,i,0.3,7%
O=C(C[C@H]1C/C=C\C[C@H](Cc2ccc(F)cc2)C(=O)OC[C@@H]2CCCN2C1=O)N[C@H](CO)Cc1ccccc1,7%,3%,-12%,0%,-3%,0.5%,i,0.4,-13%
COc1ccc2c(c1)c(=O)c(S(=O)(=O)c1ccc(C)cc1)cn2Cc1ccccc1C,?,-8%,?,.,-2%,-0.8%,.,.,-13%
COc1ccc(-n2c(SCC(=O)N3CCCC(C)C3)nnc2-c2cccnc2)cc1 (stereo not given),-7%,23%,2%,-1%,0%,0.3%,i,-0.6,-24%
CN1C(=O)/C(=C/c2cccc(Cl)c2)Sc2ccc(C(=O)N3CCCC3)cc21,?,-10%,?,-1%,1%,-1.0%,i,0.0,-43%
Cc1cc(NC(=O)CN2CCN(c3ccccn3)CC2)ccc1Br,2%,6%,-20%,0%,17%,5.6%,i,-1.3,-20%
Nc1ccccc1N=Nc1ccccc1N,?,-19%,?,-5%,-26%,?,i,-2.4,-34%
O=C(CSc1ccc(-c2ccc(Cl)cc2)nn1)Nc1ccc2c(c1)OCCO2,10%,10%,?,1%,-2%,2.9%,i,-0.2,10%
CCn1c(C)c(C(C)=O)c(N2CCCC2)nc1=S,7%,1%,1%,-1%,-1%,-0.7%,i,-1.0,8%
Cc1[nH]n(-c2ccccc2)c(=O)c1/C=N/NC(=O)c1ccoc1C,-23%,17%,-22%,-1%,-7%,4.8%,i,1.2,-38%
CCN(C(=O)CSc1nnc(-c2ccccc2OC)n1N)c1c(N)n(Cc2ccccc2)c(=O)[nH]c1=O,9%,1%,-3%,.,-1%,-0.8%,i,-1.1,7%
Cc1cc(N2CCN(c3cccc(C)c3C)CC2)n2cnnc2n1,?,17%,?,.,4%,-1.1%,.,.,-22%
Nc1c(C(=O)Nc2ccc3c(c2)OCCO3)nnn1CCc1ccccc1,28%,5%,?,3%,-6%,-0.9%,i,-1.2,-45%
COc1ccc(C(=O)c2ccc(Br)cc2)cc1,?,-5%,2%,0%,5%,-0.4%,i,-5.1,7%
O=C(CCN1C(=O)c2ccccc2S1(=O)=O)N1CCN(c2ccccc2F)CC1,?,1%,1%,0%,-3%,-0.4%,i,-1.8,0%
Cc1nc2cc(NC(=O)Nc3ccc(Br)cc3)ccc2o1,-29%,-2%,-15%,-1%,?,2.8%,i,-1.6,1%
O=c1[nH]c(NCc2ccco2)nnc1Cc1ccccc1Cl,-11%,-7%,2%,.,-13%,3.4%,i,-13,-18%
c1csc(C2=NC(c3ccncc3)=Nc3ccccc3N2)c1,3%,-2%,-1%,.,3%,2.5%,.,.,-3%
O=c1c2c3c(sc2n(Cc2ccccc2F)c(=O)n1-c1ccc(Cl)cc1)CCCC3,4%,-1%,0%,.,-3%,-0.8%,.,.,-3%
CC1=C(C(=O)OCC(C)C)C(c2ccccc2Cl)NC(=O)N1C (stereo not given),-2%,-16%,?,3%,2%,5.3%,i,0.0,-34%
COC(=O)c1c(NC(=O)c2cc(OC)c(OC)c(OC)c2Br)sc2c1CCC(C)C2 (stereo not given),?,-6%,0%,.,3%,1.9%,.,.,2%
CCC(C)NCCOc1ccc(C(C)(C)c2ccccc2)cc1 (stereo not given),1%,-13%,-3%,-1%,-1%,6.3%,i,-27,-20%
Cc1c(NC(=O)c2ccc(N3C(=O)C4C5C=CC(C5)C4C3=O)cc2)c(=O)n(-c2ccccc2)n1C (stereo not given),4%,24%,-7%,-3%,-5%,-0.4%,i,1.2,13%
Cc1cc(=O)n(CC(=O)N2CCCc3ccccc32)c2c1c(C)nn2-c1cccc(F)c1,?,-14%,8%,.,-2%,-0.3%,.,.,4%
CCOC(=O)C1(CC2CCCCO2)CCN(S(=O)(=O)c2ccccc2)CC1 (stereo not given),0%,21%,-11%,1%,8%,-1.0%,i,1.4,-2%
CC(=O)c1cc2c(cc1NC(=O)Cn1nc(-c3ccc(F)cc3)ccc1=O)OCO2,-15%,-8%,-3%,2%,2%,-0.1%,i,-32*,-19%
CCSCCOC(=O)C1=C(C)NC(=O)NC1c1ccc2c(c1)OCO2 (stereo not given),-16%,5%,?,2%,2%,-0.1%,i,0.3,-13%
O=C1CC(c2ccccc2)=NN1c1nc(-c2ccccc2)cs1,?,-21%,-10%,1%,-17%,5.2%,i,-0.7,-33%
COc1ccc(-n2c(SCc3nc(-c4ccc(Cl)cc4)no3)nnc2-c2ccncc2)cc1,?,6%,-1%,.,-25%,1.8%,.,.,0%
Cc1cc(C(=O)Nc2ccncc2)ccc1[N+](=O)[O-],?,-16%,4%,-1%,-3%,4.1%,i,-0.6,-3%
CCNC(=O)C1CCCN(c2nnc(C)c3c(C)n(-c4ccc(C)cc4)nc23)C1 (stereo not given),-20%,10%,?,.,-15%,-0.6%,.,.,-27%
CC(Sc1nc(=O)cc(N)n1CCc1ccccc1)C(=O)NCc1ccccc1 (stereo not given),0%,4%,27%,3%,-1%,0.6%,i,-3.4,4%
CCn1nnnc1-c1ccc(OC)c(S(=O)(=O)Nc2ccc(OC)cc2)c1,10%,-14%,16%,-1%,9%,-0.8%,i,0.2,0%
COc1ccccc1-n1ccnc1SCC(=O)NCc1ccco1,-28%,-1%,6%,-1%,6%,-0.7%,i,0.0,1%

# Single entries from above.
# Abeta yeast res, `Cc1cc(=O)n(CC(=O)N2CCCc3ccccc32)c2c1c(C)nn2-c1cccc(F)c1` → -14%
# TGFb inhibitor, `CC(=O)c1cc2c(cc1NC(=O)Cn1nc(-c3ccc(F)cc3)ccc1=O)OCO2` → -3%
# Abeta yeast res, `CCC(C)NCCOc1ccc(C(C)(C)c2ccccc2)cc1` (stereo not given) → -13%
# CCT modulator, `Nc1c(C(=O)Nc2ccc3c(c2)OCCO3)nnn1CCc1ccccc1` → -1.2
# Nrf2 activator, `O=C(C[C@H]1C/C=C\C[C@H](Cc2ccc(F)cc2)C(=O)OC[C@@H]2CCCN2C1=O)N[C@H](CO)Cc1ccccc1` → 0.5%

# Next records follow.
SMILES,Nrf2 block,Abeta yeast res,TGFb inhibitor,MmCpn inh,A549 viability,Nrf2 activator,pAkt inh,CCT modulator,HepG2 tox
Cc1ccc(N=Nc2[nH]c3ccccc3c2O)cc1,?,-3%,11%,1%,-11%,18%,i,-4.5,-16%
CCCCn1cnc2cc(NCc3ccc(OCC)cc3)ccc21,16%,1%,10µM*,.,-2%,4.2%,.,.,-34%
COc1ccc(C(C)(C)C)cc1NC(=O)C1CCCO1 (stereo not given),25%,-14%,3%,0%,11%,-0.5%,i,0.3,-3%
COc1ccccc1OCC#CCNC1CCCCC1C (stereo not given),1%,-17%,-3%,1%,-1%,0.6%,i,-1.2,-1%
Cc1ccc(NC(=O)c2cc(NC(=O)CCCC(=O)O)ccc2Cl)cc1Cl,3%,3%,31%[activator],-1%,-8%,-0.6%,i,0.8,-1%
CCOC(=O)C1=C(C)NC(C)=C(C(=O)OCC)C1C(=O)OCC(=O)NC1(C#N)CCCCC1,-14%,11%,-3%,0%,-10%,2.3%,i,2.5,5%
O=C(CCN1C(=O)c2ccccc2C1=O)N1CCCCCC1,.,-7%,-4%,0%,-4%,0.6%,i,-1.4,-2%
O=C1CCCCCCCN1Cc1ccccc1,5%,13%,-18%,.,2%,-0.5%,i,-1.2,-1%
COc1ccc(NS(=O)(=O)c2ccc3c(c2)NC(=O)CC(=O)N3)cc1OC,-1%,0%,5%,0%,-1%,-0.1%,i,-0.2,-25%
CCC1Sc2ccccc2N(CC(=O)NCc2ccc(C)cc2)C1=O (stereo not given),.,-34%[inhibitor],-34%,.,3%,5.6%,.,.,-22%
O=C(c1cc(-c2ccco2)nc2ccccc12)N1CCN(Cc2ccccc2)CC1,-5%,-10%,-9%,0%,8%,11%,i,-1.0,-36%
O=C(Nc1nc(-c2ccc(Oc3ccccc3)cc2)cs1)C1=COCCO1,?,11%,?,-4%,-11%,3.2%,i,-1.4,-3%
COc1cccc(C(=O)CC2(O)C(=O)N(Cc3ccccc3)c3ccccc32)c1 (stereo not given),-9%,2%,-1%,.,-4%,6.0%,.,.,-17%

# Part of the list above, bar-delimited.
canonical_smiles | Nrf2 block | Abeta yeast res | TGFb inhibitor | MmCpn inh | A549 viability | Nrf2 activator | pAkt inh | CCT modulator | HepG2 tox
O=C1CCCCCCCN1Cc1ccccc1 | 5% | 13% | -18% | . | 2% | -0.5% | i | -1.2 | -1%
O=C(CCN1C(=O)c2ccccc2C1=O)N1CCCCCC1 | . | -7% | -4% | 0% | -4% | 0.6% | i | -1.4 | -2%
CCOC(=O)C1=C(C)NC(C)=C(C(=O)OCC)C1C(=O)OCC(=O)NC1(C#N)CCCCC1 | -14% | 11% | -3% | 0% | -10% | 2.3% | i | 2.5 | 5%
